Source: PubChem (The Scripps Research Institute Molecular Screening Center)
Nox1 inh: human Nox1 inhibition; inhibition, % at 6.7 µM; actives 0.81% (n = 16,000); Q9Y5S8; HT29 cells, luminol chemiluminescence ROS
OPRK1 antag MB: antagonists of human kappa opioid receptor OPRK1, Maybridge library. AID 652031. OPRK1 cells, antagonist mode, fluorescence readout. P41145. inhibition, % at 9 µM. actives 0.4% (n = 16,000); in the data active = inhibition above about 50%
Target sequence (P41145 whole entry, looked up): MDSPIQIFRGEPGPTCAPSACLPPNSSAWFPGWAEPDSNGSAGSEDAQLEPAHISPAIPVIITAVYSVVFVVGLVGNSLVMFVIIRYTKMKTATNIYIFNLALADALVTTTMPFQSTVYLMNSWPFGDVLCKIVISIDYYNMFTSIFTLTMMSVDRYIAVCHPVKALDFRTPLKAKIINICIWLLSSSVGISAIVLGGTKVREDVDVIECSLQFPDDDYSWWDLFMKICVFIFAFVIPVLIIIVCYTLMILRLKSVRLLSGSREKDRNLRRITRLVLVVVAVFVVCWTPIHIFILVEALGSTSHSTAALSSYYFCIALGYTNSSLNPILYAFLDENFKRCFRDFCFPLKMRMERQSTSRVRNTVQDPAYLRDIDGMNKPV
PME-1 Maybr inh: Maybridge compound blocking human PME-1. inhibition, % at 9 µM. Q9Y570. actives 0.5% (n = 16,000). AID 2291. recombinant PME-1, FP-Rh probe fluorescence polarization; in the data active = inhibition above about 30%
S1P1 agonist: activates the human S1P1 receptor | S1P1 agonist cell-based reporter assay | activation, % at 4.5 µM | actives 1.5% (n = 16,000) | AID 1044; in the data active = activation above about 80%
Target sequence (P21453 whole entry, looked up): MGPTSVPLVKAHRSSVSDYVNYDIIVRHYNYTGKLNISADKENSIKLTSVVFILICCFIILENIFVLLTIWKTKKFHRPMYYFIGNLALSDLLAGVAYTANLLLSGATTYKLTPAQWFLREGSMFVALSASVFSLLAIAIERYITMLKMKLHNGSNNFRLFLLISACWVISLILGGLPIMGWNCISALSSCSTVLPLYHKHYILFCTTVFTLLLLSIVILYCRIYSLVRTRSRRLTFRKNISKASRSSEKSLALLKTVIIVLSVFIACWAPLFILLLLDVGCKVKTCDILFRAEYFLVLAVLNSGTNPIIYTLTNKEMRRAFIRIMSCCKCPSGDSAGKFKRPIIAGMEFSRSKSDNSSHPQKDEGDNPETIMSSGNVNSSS
rat GALR2 ag: activates the rat galanin receptor 2; O08726; cell-based GALR2 agonist screen; activation, % at 10 µM; actives 0.5% (n = 16,000); AID 833; in the data active = activation above about 15%
NOTCH ag: activates NOTCH signaling in reporter cells; NOTCH signaling luciferase reporter cells, luminescence; activation, % at 2.5 µM; actives 0.4% (n = 15,000); AID 434982; in the data active = activation above about 2.2%
TLR4-MyD88 inh: TLR4-MyD88 interaction inhibition. actives 0.06% (n = 16,000). inhibition, % at 10 µM. Cell-based TLR4-MyD88 binding inhibition assay. AID 811; in the data active = inhibition above about 45%
Luminol counter: counter-screen for Nox1 inhibitors: inhibitors of luminol chemiluminescence. actives 0.4% (n = 16,000). AID 1823. HRP/luminol/H2O2 chemiluminescence counterscreen. inhibition, % at 6.7 µM; also: reference of the scale not given here
The depositor's hits bear a star; / = no result given. Rule as the data show it, unless noted: active = inhibition above about 75%; inactive = the rest.

SMILES	Nox1 inh	OPRK1 antag MB	PME-1 Maybr inh	S1P1 agonist	rat GALR2 ag	NOTCH ag	TLR4-MyD88 inh	Luminol counter
Cc1ncc(CSCC(=O)Nc2cc(C(F)(F)F)ccc2Cl)c(CO)c1O	-32.8	-24.5	3.2	-4.3	-3.8	0.0	-3.2	-3.2
C/C=C(\C)C(=O)N/N=C/c1cccnc1	-72.1	17.7	-4.3	32.2	-7.8	-0.7	13.7	2.8
O=C(Oc1ccc(-c2csnn2)cc1)c1ccc([N+](=O)[O-])o1	-40.0	11.5	-0.1	5.2	-6.1	-0.6	0.0	101.4*
CC(C)(C)C(=O)OCC(=O)c1ccc(C(F)(F)F)cc1	-67.6	-6.3	0.2	-5.0	-9.7	2.1	8.6	3.1
CC(C)CC(C)c1cc(N)nc2nc3ccccc3n12 (stereo unspecified)	0.0	7.3	-15.6	-1.0	-1.0	-0.5	-8.8	-4.9
Cn1c(=O)c2[nH]c(-c3ccco3)nc2n(C)c1=O	-42.0	-5.2	-2.9	-9.7	-4.4	-0.3	10.2	3.5
Cc1ccc2nc(NC(=O)C(C)(C)C)[nH]c(=O)c2c1	13.0	0.3	5.6	-9.6	-1.8	-0.2	9.4	-5.9
CSCCn1c(-c2ccccc2)cc(C(=O)N2CCCC2)c1C	-88.5	-12.9	4.1	5.9	-7.1	-0.3	-3.4	-0.5
O=C(NCCNc1ncc(C(F)(F)F)cc1Cl)C1=Cc2cc(Cl)ccc2OC1	-26.7	-22.5	-1.3	9.2	-9.4	-0.6	-3.7	3.9
Cc1cc(CN2CC(C)OC(C)C2)cc(C)c1O (stereo unspecified)	-3.4	-7.4	-3.4	-16.2	-5.4	-0.4	3.5	-0.8
Cc1oc(S(=O)(=O)N2CCCCC2)cc1NC(=O)Nc1ccc(F)cc1	-29.8	-1.7	-3.9	-5.9	-1.6	-1.0	-20.4	1.9
CC(C)(C)OC(=O)N1CCCN(S(=O)(=O)c2ccc3c(c2)CCO3)CC1	-46.1	-14.7	2.5	4.2	-5.5	-0.4	10.2	0.0
O=c1cc(O)c2c(n1-c1ccccc1)CCCCC2	-15.7	2.6	3.2	-1.2	-5.2	0.1	-4.2	7.6
Cc1cc(NC(=O)NCC(O)c2ccccc2)c(C(F)(F)F)o1 (stereo unspecified)	-102.9	4.7	-7.5	-1.3	-3.4	-0.5	-21.1	0.9
CC(C)(C)c1ccc(NC(=O)c2ccc(Cl)cc2)c([N+](=O)[O-])c1	-44.9	16.5	1.7	33.2	-6.8	-0.3	1.5	0.5
Cc1c(C(=O)O)cc(C(C)(C)C)n1-c1ccc2c(c1)OCCO2	0.0	11.3	4.4	2.2	-8.0	/	2.8	-32.2
Cc1cc(N2C(=O)C3C4C=CC(C4)C3C2=O)no1 (stereo unspecified)	-32.6	8.8	0.4	0.0	-4.2	-0.7	-6.1	2.2
CCOC(=O)c1sc(-c2ncc(C(F)(F)F)cc2OCC)nc1C	7.8	-18.5	4.7	3.5	-2.1	-0.3	3.0	-3.4
O=C(O)/C=C/C(=O)NNC(=O)c1ccccc1-n1cccc1	-51.8	-2.6	0.4	3.5	-8.2	-0.3	-0.6	3.6
O=C1CSC(c2ccccc2O)N1Cc1ccccc1 (stereo unspecified)	-12.5	-14.9	0.4	-11.7	-10.6	/	-5.5	14.2
CCOc1ccsc1C(=O)NN	-6.3	-26.6	2.7	6.8	-6.7	0.0	0.8	-1.5
Clc1ccc2c(N3CCC(n4cccc4)CC3)ccnc2c1	-12.5	-17.0	1.9	4.0	-10.1	/	-9.1	11.4
CC(=O)c1ccccc1N=Cc1cc(Cl)cc(Cl)c1O	10.6	11.0	2.3	-10.6	-2.8	-0.3	-5.3	-4.2
COc1cc2c(cc1OC)/C(=C/c1cc(OC)c(OC)c(OC)c1)C(=O)N2	-4.5	-27.6	-0.8	-17.9	-4.0	-0.4	0.9	0.6
O=C(ON(Cc1c(F)cccc1Cl)Cc1c(F)cccc1Cl)C1CC1	-25.6	-3.0	-2.4	-0.7	-8.9	-0.9	-10.5	1.2
SMILES	Nox1 inh	OPRK1 antag MB	PME-1 Maybr inh	S1P1 agonist	rat GALR2 ag	NOTCH ag	TLR4-MyD88 inh	Luminol counter
CCOC(=O)C(O)(NC(=O)NC(C)=O)C(F)(F)F (stereo unspecified)	17.4	2.6	8.5	4.1	-5.9	-0.1	/	-4.0
CCn1nc(C)cc1C(=O)n1nc(C)c(Sc2ccc(C(F)(F)F)cn2)c1C	-50.5	0.6	-0.1	0.4	-7.1	-0.2	-3.9	-0.5
O=C1c2ccccc2C(=O)N1c1nc(-c2ccc(Cl)cc2)cs1	-17.3	0.3	3.5	-15.2	-4.4	-0.7	-11.8	-3.6
C/C(=N\NC(N)=S)c1cc2cc(Cl)ccc2o1	-72.9	-17.6	-1.4	7.2	-9.8	0.6	10.5	9.0
COC(=O)NNc1cc(C(F)(F)F)ccn1	-46.0	-1.2	3.5	-12.0	0.3	0.1	-1.1	-1.6
N/C(=N/OC(=O)Nc1cccc(C(F)(F)F)c1)C1COc2ccccc2O1 (stereo unspecified)	-5.3	6.1	0.1	-0.8	-6.0	2.4*	-5.3	-2.0
N#Cc1cnc(Sc2nnc(-c3ccncc3)o2)nc1N	1.1	13.2	1.2	-12.1	-2.4	-0.8	0.5	-1.7
Cc1cc(C)n(-c2nc(-c3ccc(Br)cc3)cs2)n1	24.8	8.6	3.4	-25.2	-11.1	-0.6	-10.8	-2.2
Cn1nc(C(F)(F)F)cc1-c1ccc(NC(=O)Nc2cccc(C(F)(F)F)c2)s1	-1.6	3.9	-12.5	-18.3	-4.0	-0.3	-2.5	-1.5
Cc1ccc(S(=O)(=O)Oc2cc(=O)n(C)c3ccccc23)cc1	-2.3	-15.8	8.3	-3.3	-4.1	0.3	3.6	-0.8
Cc1ccccc1/C=C/c1c[nH]c2ccccc12	-17.9	-2.2	-2.6	-6.7	-4.6	-0.4	-3.9	2.2
Cc1noc(C)c1C(=O)N=C(N)C12CC3CC(CC(C3)C1)C2	-22.9	7.9	-3.4	-11.5	-4.5	-0.5	6.5	-4.0
NC(=S)NNC(=O)c1ccc([N+](=O)[O-])cc1	-40.9	7.9	1.0	-3.4	-7.2	-0.2	-0.8	31.4
CCOC(=O)C(NC(C)=O)C(=O)OCC	-58.5	-4.3	-3.1	11.9	-5.2	-0.1	1.9	7.5
CC(=O)OCC(=O)C1(O)CCC2C3CCC4=CC(=O)C=CC4(C)C3C=CC21C (stereo unspecified)	-31.5	15.1	1.4	7.2	-1.5	-0.1	4.6	-0.2
S=C(Nc1cc(Cl)c(Cl)cc1Cl)NC(c1ccccc1)c1ccccc1	-40.8	0.4	-72.1	-5.4	-12.1	-5.3	-2.2	3.8
NNC(=O)c1cc2ncc(C(F)(F)F)cc2s1	5.6	2.2	5.6	-32.0	-4.1	-0.1	-0.2	-0.5
CCC(C(=O)NNC(=O)c1ccccc1N)c1ccccc1 (stereo unspecified)	-23.6	-5.0	-13.9	2.0	-7.8	0.2	-1.7	1.7
O=C(NC(=S)N1CCCCC1)c1ccccc1	3.7	-14.0	4.3	-17.1	-5.5	-1.4	-3.2	5.2
Clc1ccc(-c2nnc(-c3ccc(Cl)cc3)o2)cc1	22.2	-13.2	5.4	0.7	3.4	-0.1	2.0	-2.5
CCOC(=O)c1sc(-c2ccccc2)nc1CSc1nnc(SCC2CC2)s1	-91.4	32.4	-9.7	2.6	-4.4	-0.2	6.9	3.9
CC(=O)c1ccc(Cl)c(-n2cccc2)c1	5.9	-3.2	2.6	-9.0	-7.5	-0.4	-5.9	-7.6
ONC=NCc1ccccc1OC(F)(F)F	-9.5	33.1	4.8	12.5	-7.0	-0.6	5.3	-2.5
Cc1cc(NC(=O)Nc2cc(Cl)sc2Cl)no1	-39.0	3.0	-10.7	68.4	-2.6	-0.8	5.7	7.5
Nc1nc(-c2cccs2)cc(C(F)(F)F)n1	-15.0	6.1	-1.0	-23.2	-5.1	-0.1	3.6	2.6

Arranged by the number under TLR4-MyD88 inh (falling): 3 of the compounds above
smiles,TLR4-MyD88 inh
Nc1nc(-c2cccs2)cc(C(F)(F)F)n1,3.6
CCOC(=O)C(NC(C)=O)C(=O)OCC,1.9
O=C1c2ccccc2C(=O)N1c1nc(-c2ccc(Cl)cc2)cs1,-11.8

More records.
SMILES	Nox1 inh	OPRK1 antag MB	PME-1 Maybr inh	S1P1 agonist	rat GALR2 ag	NOTCH ag	TLR4-MyD88 inh	Luminol counter
NNC(=O)CNc1ccc(F)cc1	-70.8	9.8	1.6	-13.3	-5.3	-0.3	-3.3	19.8
CN(CCc1ccccn1)S(=O)(=O)c1cccc(Cl)c1	-51.6	4.9	-0.4	-4.8	-1.9	-0.7	-9.4	1.1
Cc1nc2ccc(Cl)cc2nc1C	-8.1	3.9	6.7	-2.3	-7.6	/	7.1	2.5
S=C(NCc1ccco1)Nc1cccnc1	-44.2	9.1	0.1	119.7*	-8.2	-0.1	3.7	5.8
NC(=S)SC(CC(=O)c1ccccc1)c1ccsc1 (stereo unspecified)	15.2	-6.8	6.0	-4.9	-5.8	-0.4	-8.3	6.1
O=C(Nc1cc(C(F)(F)F)ccc1N1CCCC1)Nc1cccc2ccccc12	-15.7	-19.1	-1.3	27.4	-6.4	-0.2	-3.6	1.0
COC(=O)/C=C1/NCC(OC(=O)c2ccc(C(C)(C)C)cc2)CNC1=O (stereo unspecified)	-8.3	-5.1	0.4	1.0	-7.4	-0.5	6.3	-4.0
COc1nc2ccccc2n1C	-38.1	-8.9	-1.3	-14.5	-2.2	0.5	1.7	-1.1
CCOC(=O)c1noc(Oc2ccc(Cl)cc2Cl)n1	-17.3	21.7	-1.1	-9.4	-5.9	-0.1	-0.5	-0.5
C=CC(C)c1c(CCC)nc(-c2ccccn2)[nH]c1=O (stereo unspecified)	-2.0	11.3	1.9	2.8	-4.3	-0.6	2.2	-2.7
CC1CC(N(CCC#N)S(=O)(=O)c2ccc(Br)cc2)CC(C)(C)C1 (stereo unspecified)	-75.9	-4.6	-0.1	-16.4	-8.5	0.1	5.0	2.6
COC(=O)c1ccc(S(=O)(=O)N(C)C2CCCCC2)o1	0.0	-16.2	-1.2	-4.3	-9.9	-1.3	8.2	0.2

Filtered by structure, those above containing a Cl atom
SMILES	Nox1 inh	OPRK1 antag MB	PME-1 Maybr inh	S1P1 agonist	rat GALR2 ag	NOTCH ag	TLR4-MyD88 inh	Luminol counter
Cc1ncc(CSCC(=O)Nc2cc(C(F)(F)F)ccc2Cl)c(CO)c1O	-32.8	-24.5	3.2	-4.3	-3.8	0.0	-3.2	-3.2
O=C(NCCNc1ncc(C(F)(F)F)cc1Cl)C1=Cc2cc(Cl)ccc2OC1	-26.7	-22.5	-1.3	9.2	-9.4	-0.6	-3.7	3.9
CC(C)(C)c1ccc(NC(=O)c2ccc(Cl)cc2)c([N+](=O)[O-])c1	-44.9	16.5	1.7	33.2	-6.8	-0.3	1.5	0.5
Clc1ccc2c(N3CCC(n4cccc4)CC3)ccnc2c1	-12.5	-17.0	1.9	4.0	-10.1	/	-9.1	11.4
CC(=O)c1ccccc1N=Cc1cc(Cl)cc(Cl)c1O	10.6	11.0	2.3	-10.6	-2.8	-0.3	-5.3	-4.2
O=C(ON(Cc1c(F)cccc1Cl)Cc1c(F)cccc1Cl)C1CC1	-25.6	-3.0	-2.4	-0.7	-8.9	-0.9	-10.5	1.2
O=C1c2ccccc2C(=O)N1c1nc(-c2ccc(Cl)cc2)cs1	-17.3	0.3	3.5	-15.2	-4.4	-0.7	-11.8	-3.6
C/C(=N\NC(N)=S)c1cc2cc(Cl)ccc2o1	-72.9	-17.6	-1.4	7.2	-9.8	0.6	10.5	9.0
S=C(Nc1cc(Cl)c(Cl)cc1Cl)NC(c1ccccc1)c1ccccc1	-40.8	0.4	-72.1	-5.4	-12.1	-5.3	-2.2	3.8
Clc1ccc(-c2nnc(-c3ccc(Cl)cc3)o2)cc1	22.2	-13.2	5.4	0.7	3.4	-0.1	2.0	-2.5
CC(=O)c1ccc(Cl)c(-n2cccc2)c1	5.9	-3.2	2.6	-9.0	-7.5	-0.4	-5.9	-7.6
Cc1cc(NC(=O)Nc2cc(Cl)sc2Cl)no1	-39.0	3.0	-10.7	68.4	-2.6	-0.8	5.7	7.5
CN(CCc1ccccn1)S(=O)(=O)c1cccc(Cl)c1	-51.6	4.9	-0.4	-4.8	-1.9	-0.7	-9.4	1.1
Cc1nc2ccc(Cl)cc2nc1C	-8.1	3.9	6.7	-2.3	-7.6	/	7.1	2.5
CCOC(=O)c1noc(Oc2ccc(Cl)cc2Cl)n1	-17.3	21.7	-1.1	-9.4	-5.9	-0.1	-0.5	-0.5
